# NADH enzymes – inhibitors of PK/LDH coupling enzymes, profiling panel, artefact control, biochemical, MLSMR library. actives 0.02% (n = 65,000). coupled PK/LDH NADH assays, four targets. IC50, µM (series often up to 10 µM), for inactives: at the top dose inhibition. AID 774, 2007;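 active means single-dose screening hits from any of four coupled enzyme assays that gave an IC50 when retested across doses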;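 further: the DPM-DC format reads NADH fluorescence rather than 340 nm absorbance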
# SF-1 act – activators of human SF-1, primary screen, cell-based, CHO-K1, Gal4-SF-1 LBD, luciferase luminescence | Steroidogenic factor 1 (Homo sapiens), Q13285 | CHO-K1 Gal4-SF-1 LBD luciferase reporter; % increase over DMSO SF-1-specific signal | activation, % at 10 µM | actives 1.9% (n = 65,000);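 active means activation above the mean activation of all tested compounds plus 3 SD, cut at about 50% in these data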
# Target sequence (Q13285 whole entry, looked up, the tested form may be a part): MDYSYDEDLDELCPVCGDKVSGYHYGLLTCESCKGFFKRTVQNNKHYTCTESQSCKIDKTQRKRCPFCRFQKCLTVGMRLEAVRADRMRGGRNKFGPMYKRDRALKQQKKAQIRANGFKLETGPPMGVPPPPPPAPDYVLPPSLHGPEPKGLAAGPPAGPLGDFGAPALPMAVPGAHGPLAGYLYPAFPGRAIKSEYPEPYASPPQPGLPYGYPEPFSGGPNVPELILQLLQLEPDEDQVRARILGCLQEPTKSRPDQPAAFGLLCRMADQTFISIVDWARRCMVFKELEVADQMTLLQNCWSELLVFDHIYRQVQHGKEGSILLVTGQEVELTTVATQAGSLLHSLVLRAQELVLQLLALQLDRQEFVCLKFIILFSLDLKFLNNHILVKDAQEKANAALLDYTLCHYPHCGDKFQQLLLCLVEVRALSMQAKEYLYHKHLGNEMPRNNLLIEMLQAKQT
#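 Material: Gal4–SF-1 LBD one-hybrid luciferase reporter in CHO-K1 cells | Amount: 4,000 cells per well | Compound dosing: 10 µM single point, 1% DMSO | Schedule: 20 h compound treatment, 37 °C | Measured by: SteadyLite luciferase luminescence | Evaluation: Percent activation versus DMSO | Control set: DMSO-treated SF-1-transfected cells as negative, DMSO-treated mock-transfected cells lacking SF-1 as background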
# RORa activator – activators of orphan receptor RORA, primary screen, cell-based, luminescence; Nuclear receptor ROR-alpha (Homo sapiens), P35398; actives 1.5% (n = 65,000); CHO-K1 Gal4-RORA LBD luciferase reporter; percent increase over mock-subtracted basal signal; activation, % at 10 µM;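 active means activation above the mean of all tested compounds plus 3 SD, cut at about 49% in these data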;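 further: 0% = DMSO-treated RORA cells and 100% = added signal equal to DMSO minus mock-transfected cells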
# 5HT1a antag – human 5-HT1a receptor antagonists, primary screen, cell-based, CHO, Ga15 NFAT-bla reporter; 5-hydroxytryptamine receptor 1A (Homo sapiens), P08908; CHO 5-HT1a Ga15 NFAT-bla reporter, antagonist mode; inhibition, % at 10 µM; actives 0.68% (n = 62,000); AID 612, 2007;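 active means inhibition above the mean of all tested compounds plus 3 SD, cut at about 43% in these data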;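 further: receptor stimulated by 5-CT agonist at 100 nM near EC80; beta-lactamase reporter measured by ratiometric fluorescence of a cleavable substrate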
# 5HT1E antag – 5-HT1E receptor antagonists, primary screen, cell-based, HTS; 5-hydroxytryptamine receptor 1E (Homo sapiens), P28566; CHO 5-HT1E Ga15 NFAT-bla reporter, FRET, antagonist; inhibition, % at 6 µM; actives 0.99% (n = 65,000); AID 571, 2007;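 active means inhibition above a set limit, the mean inhibition across every tested compound plus 3 SD, cut at about 29% in these data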;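 further: signal is the 460 over 535 nm emission ratio of beta-lactamase substrate; 0% = agonist plus DMSO wells and 100% = wells without agonist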
# Target sequence (P28566 whole entry, looked up): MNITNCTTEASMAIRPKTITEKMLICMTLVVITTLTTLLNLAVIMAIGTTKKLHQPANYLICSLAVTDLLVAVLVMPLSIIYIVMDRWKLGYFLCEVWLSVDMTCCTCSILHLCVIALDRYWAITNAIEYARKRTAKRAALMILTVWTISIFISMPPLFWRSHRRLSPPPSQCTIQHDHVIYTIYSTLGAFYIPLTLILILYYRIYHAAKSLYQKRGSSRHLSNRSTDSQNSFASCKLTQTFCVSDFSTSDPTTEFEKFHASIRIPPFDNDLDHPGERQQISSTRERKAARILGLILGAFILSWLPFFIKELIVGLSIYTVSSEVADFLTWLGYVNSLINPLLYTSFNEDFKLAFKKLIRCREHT
# HTR1E agonist – 5-HT1E receptor agonists, primary screen, cell-based, HTS | activation, % at 6 µM | CHO 5-HT1E Ga15 NFAT-bla reporter, FRET; 0% DMSO wells, 100% control agonist wells | 5-hydroxytryptamine receptor 1E (Homo sapiens), P28566 | actives 0.69% (n = 65,000);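 active means activation above a set limit, the screen-wide mean activation plus 3 SD, cut at about 8.5% in these data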;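 further: 100% = positive control agonist at 1 µM giving full maximal response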
# MMP-13 inhibitor – human MMP13 inhibitors, primary screen, biochemical, FRET peptide cleavage. inhibition, % at 4 µM. actives 0.07% (n = 65,000). Collagenase 3 (Homo sapiens), P45452. MMP-13 fTHP FRET cleavage, Mca fluorescence;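 active means inhibition above the mean of compound-free control plate wells plus 3 SD, cut at about 14% in these data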;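 further: 0% = DMSO wells and 100% = wells with reference MMP-13 inhibitor after basal subtraction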
# HTR1A agonist – human 5-HT1a receptor agonists, primary screen, cell-based, CHO, Ga15 NFAT-bla reporter | 5-hydroxytryptamine receptor 1A (Homo sapiens), P08908 | CHO 5-HT1a Ga15 NFAT-bla reporter, FRET ratio; 0% basal, 100% maximal reference agonist | activation, % at 10 µM | actives 0.56% (n = 65,000) | AID 567, 2006;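 active means activation above the screen-wide mean activation plus 3 SD, cut at about 19% in these data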;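 further: 0% = DMSO wells and 100% = 5-CT at EC100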
# tolC growth inh – growth inhibitors of E. coli tolC mutant, primary screen, strain BW25113 ΔtolC::kan, 384-well | OD615 | growth inhibition, % at 10 µM (by protocol) | actives 2.2% (n = 65,000) | AID 573, 2007;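 active means growth inhibition at or above a cutoff equal to the mean over every tested compound plus 3 SD, cut at about 60% in these data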;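 further: growth measured after 20 h incubation at 37 °C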
#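 Material: E. coli BW25113 ΔtolC::kan, tolC deletion mutant strain. Measure: percent growth inhibition. Schedule: 37 °C, 20 h exposure. Doses: single-point testing at 10 µM. Signal: A615 absorbance measurement. Buffer or medium: kanamycin-containing LB broth (50 µg/mL).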
# An asterisk follows results filed as active; nt = no result given; [ ] = remark or other dose.
item	structure	NADH enzymes	SF-1 act	RORa activator	5HT1a antag	5HT1E antag
1	O=C(O)C1C(c2ccccc2)C(C(=O)OCCCO)C1c1ccccc1 (centres undefined)	7%	-6	-7	-4	-5
2	CC(C)N(Cc1ccccc1)S(=O)(=O)N(C)C	1%	-5	18	0	2
3	COc1ccc(CNC(=O)C2CCCN2C(=O)NC2CCCCC2)cc1 (centres undefined)	3%	-10	-11	-1	3
4	CCOc1ccc2[nH]c(=O)c(C(c3nnnn3CCOC)N3CCOCC3)cc2c1 (centres undefined)	10%[fluoresces]	-2	2	-2	1
5	O=C(CSc1nc2ccccc2c(=O)n1Cc1ccco1)N1CCN(c2ccccc2)CC1	4%	4	3	-1	-1
6	N#Cc1nc(COc2ccccc2)oc1N1CCOCC1	6%	-15	-16	4	-9
7	Nn1c(SC/C=C/c2ccccc2)nnc1-c1cccnc1	6%	11	-21	5	5
8	Cc1nc(=O)c(-c2ccccc2)c(C)n1-c1cccc(C(=O)O)c1	5%	-3	-10	-2	-3
9	CN(Cc1cc2ccccc2[nH]c1=O)S(=O)(=O)c1ccccc1	5%	38	-20	-1	0
10	CCSc1nc2ccccc2n1S(=O)(=O)c1ccccc1	7%	-15	4	0	-4
11	COc1ccc(N2C(=O)CC(NC34CC5CC(CC(C5)C3)C4)C2=O)c(OC)c1 (centres undefined)	2%	5	-8	6	14
12	CCCCNS(=O)(=O)c1ccc2nc(SCC(=O)c3ccc(C#N)cc3)[nH]c2c1	6%	4	-7	-22	-6

item	HTR1E agonist	MMP-13 inhibitor	HTR1A agonist	tolC growth inh
1	0.1	2	-1.0	-19
2	2.2	2	-2.1	3
3	0.0	-9	-1.1	-17
4	-0.8	-38	-1.3	-11
5	-0.1	-4	1.9	30
6	-0.2	3	-3.5	-16
7	-0.6	3	-3.7	-15
8	0.3	2	-0.9	-16
9	-0.2	-3	0.0	0
10	0.0	2	-3.5	1
11	1.0	3	-2.1	6
12	0.2	-3	-1.6	-3

# Look-ups from the entries so far.
# For RORa activator, no. 2 shows 18
# For SF-1 act, no. 6 shows -15
# For NADH enzymes, no. 8 shows 5%

# Sorted by value in MMP-13 inhibitor (highest first): three of the compounds above.
item	smiles	MMP-13 inhibitor
7	Nn1c(SC/C=C/c2ccccc2)nnc1-c1cccnc1	3
10	CCSc1nc2ccccc2n1S(=O)(=O)c1ccccc1	2
4	CCOc1ccc2[nH]c(=O)c(C(c3nnnn3CCOC)N3CCOCC3)cc2c1 (centres undefined)	-38

# Remaining list, next part
item	structure	NADH enzymes	SF-1 act	RORa activator	5HT1a antag	5HT1E antag
13	COCCNC(=O)C(c1cccs1)N(C(=O)Cn1nnc2ccccc21)c1cccc(C)c1 (centres undefined)	7%	-16	-6	2	0
14	CC(=O)[C@H]1[C@H](C#N)C[C@H]2[C@@H]3CC=C4C[C@@H](O)CC[C@]4(C)[C@H]3CC[C@@]21C	3%	-6	-6	nt	5
15	CCN(CC)S(=O)(=O)N1CCC(C(=O)NCC2COc3ccccc3O2)CC1 (centres undefined)	3%	-7	-16	9	6
16	O=C(C1CCCN(S(=O)(=O)c2cccnc2)C1)N1CCN(c2ccccn2)CC1 (centres undefined)	4%	-1	5	-1	-4
17	CNC(=O)NC1CCCCc2sccc21 (centres undefined)	13%	-10	-19	-2	1
18	COc1cc(Br)cc(CN2CCN(C/C=C/c3ccccc3)CC2)c1O	2%	8	-5	40	-10
19	CSc1ccccc1NC(=O)c1ccncc1	6%	12	8	18	17
20	O=C(COc1cccc2cccnc12)NCC(F)(F)F	7%	-6	14	0	-7
21	CN(C)c1cccc(C(=O)OCC(=O)NCc2ccco2)c1	3%	6	-8	-1	-2
22	O=C(NCc1ccccc1)N1CCN(c2ccccc2F)CC1	10%	-5	-11	-4	1
23	CC(=O)OCC1OC(c2ccccc2)C(OC(C)=O)C(OC(C)=O)C1OC(C)=O (centres undefined)	2%	4	-25	-3	9
24	Cc1ccc(Cn2ccc(NC(=O)c3cc(-c4ccccc4)on3)n2)cc1	4%	-1	2	14	-11

item	HTR1E agonist	MMP-13 inhibitor	HTR1A agonist	tolC growth inh
13	-0.6	-2	-1.2	-30
14	0.1	-10	-2.1	2
15	-0.6	5	-3.7	8
16	0.5	-10	-1.6	-13
17	-1.0	-2	-3.6	-22
18	-0.3	6	0.7	49
19	-0.4	-3	-5.7	-15
20	-1.5	1	-1.9	-9
21	0.2	-5	-2.0	4
22	-0.1	-3	2.4	-6
23	1.2	4	-4.4	-16
24	0.3	2	1.6	-2

item	structure	NADH enzymes	SF-1 act	RORa activator	5HT1a antag	5HT1E antag
25	COc1ccc(C(C)=O)cc1COC(=O)c1cnc(C)cn1	5%	-10	-2	-6	-9
26	COCCCn1c(=N)c(C(=O)NCc2ccc3c(c2)OCO3)cc2c(=O)n3cccc(C)c3nc21	7%	-2	10	-3	-5
27	O=C(NCc1cccnc1)NC1CCCN1S(=O)(=O)c1ccc(Cl)cc1 (centres undefined)	2%	9	-10	-6	-8
28	COc1ccc(N2CCN(C3CC(=O)N(c4ccc5c(c4)OCCO5)C3=O)CC2)cc1 (centres undefined)	5%	13	3	-12	16
29	CCOC(=O)c1sc(NC(=O)CSc2nnc(C)s2)c(C(=O)OCC)c1C	1%	-3	-8	22	16
30	COc1ccc2nc(NC(=O)CSc3nnc4n3C(C)(C)Cc3ccccc3-4)sc2c1	3%	-6	-12	-8	-11
31	CCOC(=O)C1CCCN(C(=O)c2c(-c3ccccc3Cl)noc2C)C1 (centres undefined)	1%	-4	-13	-2	7
32	c1ccc(CCn2nnnc2C(c2cccnc2)N2CCN(c3ccccc3)CC2)cc1 (centres undefined)	11%	4	-11	9	1
33	O=C(Nn1cnc2ccccc2c1=O)C1CCCCC1	4%	-2	-29	6	2
34	O=C1CSC(=Nc2ccccc2Cl)N1	0%	7	17	-8	12
35	O=c1cc(Nc2ccc3c(c2)OCO3)[nH]c(=O)n1-c1ccc(Br)cc1	8%	0	20	1	-7
36	CCOc1cc(NC(=O)c2ccco2)c(OCC)cc1NC(=O)Cc1ccc(OC)c(OC)c1	5%	8	4	11	20

item	HTR1E agonist	MMP-13 inhibitor	HTR1A agonist	tolC growth inh
25	-0.1	-7	-0.6	-6
26	0.1	-10	0.7	8
27	-0.4	0	-1.7	-2
28	-0.5	1	2.6	-9
29	-0.5	-1	-1.8	14
30	0.0	4	-0.2	15
31	-0.1	2	-3.3	-9
32	9.9*	2	-0.8	20
33	0.2	2	-2.8	-9
34	0.2	6	-0.8	-10
35	1.1	-6	-0.3	7
36	-0.1	3	1.1	-8

item	structure	NADH enzymes	SF-1 act	RORa activator	5HT1a antag	5HT1E antag
37	O=C(NC1CCCC1)c1csc2c1CCCC2	7%	5	4	5	-8
38	CCOc1ccccc1Nc1nnc(SCC(=O)Nc2cc(C)on2)s1	0%	-12	-12	8	4
39	CSc1nc2sc3c(c2c(=O)[nH]1)CCC(C)C3 (centres undefined)	5%	34	28	nt	-2
40	CCCSc1nnc(-c2cccc(S(=O)(=O)N(C)C)c2)n1-c1cc(OC)ccc1OC	6%	1	-4	34	0
41	CCc1cc(=O)oc2cc(C)cc(OC(=O)c3ccco3)c12	9%	1	-19	12	-2
42	CN(C)c1ccc(CNC23CN4CN(CN(C4)C2)C3)cc1	1%	-14	-19	-8	-2
43	CC1CCc2c(C(=O)NCC3CCCO3)csc2C1 (centres undefined)	7%	17	15	9	8
44	COc1cccc(C2CC(c3ccc(Cl)cc3Cl)Nc3nc(N)nn32)c1 (centres undefined)	1%	-10	3	-2	-4
45	N#Cc1c(/N=C/N2CCCC2)oc(-c2ccccc2)c1-c1ccccc1	4%	-14	2	7	-1
46	CCC1(C)Cc2nc3sc(C(=O)O)c(N)c3cc2CO1 (centres undefined)	1%	18	-5	-9	-6
47	COc1ccc(-n2c(C)nnc2SCC(=O)N2C(C)CCCC2C)cc1 (centres undefined)	4%	-13	-2	-4	1
48	CN(Cc1nc(-c2ccncc2)no1)S(=O)(=O)c1ccc(Cl)cc1	2%	-16	-8	-2	12

item	HTR1E agonist	MMP-13 inhibitor	HTR1A agonist	tolC growth inh
37	0.3	2	-2.7	-2
38	0.2	4	-2.7	22
39	-0.4	-1	0.2	13
40	0.9	1	-0.4	19
41	-1.8	2	-2.6	-3
42	-0.2	0	-1.9	-9
43	-0.5	-2	-2.7	-3
44	1.4	4	3.2	37
45	0.2	-5	-0.1	7
46	1.0	-3	-1.2	2
47	1.1	-3	-2.5	-9
48	-1.1	1	-1.4	-4

# Copied from above: entries 39–40
item	structure	NADH enzymes	SF-1 act	RORa activator	5HT1a antag	5HT1E antag
39	CSc1nc2sc3c(c2c(=O)[nH]1)CCC(C)C3 (centres undefined)	5%	34	28	nt	-2
40	CCCSc1nnc(-c2cccc(S(=O)(=O)N(C)C)c2)n1-c1cc(OC)ccc1OC	6%	1	-4	34	0

item	HTR1E agonist	MMP-13 inhibitor	HTR1A agonist	tolC growth inh
39	-0.4	-1	0.2	13
40	0.9	1	-0.4	19

# Values by screen from above:
# 5HT1E antag, nos. 35 to 40 → -7, 20, -8, 4, -2, 0
# RORa activator, nos. 35 to 40 → 20, 4, 4, -12, 28, -4

# Additional entries follow:
item	structure	NADH enzymes	SF-1 act	RORa activator	5HT1a antag	5HT1E antag
49	O=C(Nc1cccs1)Nc1ccccc1Cl	4%	38	19	17	-1
50	COCCCNC(=O)CCc1nc2cccnc2n1Cc1ccc(OC)cc1	3%	-3	-23	-6	-17
51	CN(C)c1ccc(CN(C(=O)COc2ccc(F)cc2)C2CCS(=O)(=O)C2)cc1 (centres undefined)	11%	1	-10	0	-4
52	Fc1ccc(Cn2nnnc2C(c2cccs2)N2CCCCCC2)cc1 (centres undefined)	6%	-5	-3	23	9
53	CCS(=O)(=O)c1ccc(S(=O)(=O)CC)s1	1%	-4	-6	-12	-17
54	CCOCc1nnc(NC(=O)COC)s1	4%	9	-8	-10	-6
55	CCC(=O)Nc1sc(C(=O)N2CCCCC2)c(C)c1C#N	7%	4	-18	-1	-2
56	COc1cc(S(=O)(=O)NCCN2CCOCC2)c(OC)cc1Cl	2%	28	-14	14	-1

item	HTR1E agonist	MMP-13 inhibitor	HTR1A agonist	tolC growth inh
49	-1.1	0	-4.1	13
50	1.1	4	-1.7	-11
51	0.1	1	1.5	1
52	-0.1	7	-2.4	86*
53	-0.3	2	-2.8	-18
54	0.4	6	0.0	-11
55	-0.5	5	-0.9	-18
56	-1.0	3	0.0	-2

# Source: PubChem BioAssay
